Bioassay records deposited in PubChem by National Center for Advancing Translational Sciences (NCATS).
ALOX12 inh: inhibitors of human 12S-lipoxygenase ALOX12. 580,000 compounds, 1.1% hits. P18054. Potency, µM (top dose mostly 108 µM), inactives show at the highest dose activity change, negative = inhibition, usual class: inhibitors. purified 12hLO, xylenol orange hydroperoxide absorbance; further: potency means the concentration at half of the fitted maximal effect; on the % scale 0 is the no-effect control and ±100 the full control effect
Target sequence (P18054 whole entry, looked up): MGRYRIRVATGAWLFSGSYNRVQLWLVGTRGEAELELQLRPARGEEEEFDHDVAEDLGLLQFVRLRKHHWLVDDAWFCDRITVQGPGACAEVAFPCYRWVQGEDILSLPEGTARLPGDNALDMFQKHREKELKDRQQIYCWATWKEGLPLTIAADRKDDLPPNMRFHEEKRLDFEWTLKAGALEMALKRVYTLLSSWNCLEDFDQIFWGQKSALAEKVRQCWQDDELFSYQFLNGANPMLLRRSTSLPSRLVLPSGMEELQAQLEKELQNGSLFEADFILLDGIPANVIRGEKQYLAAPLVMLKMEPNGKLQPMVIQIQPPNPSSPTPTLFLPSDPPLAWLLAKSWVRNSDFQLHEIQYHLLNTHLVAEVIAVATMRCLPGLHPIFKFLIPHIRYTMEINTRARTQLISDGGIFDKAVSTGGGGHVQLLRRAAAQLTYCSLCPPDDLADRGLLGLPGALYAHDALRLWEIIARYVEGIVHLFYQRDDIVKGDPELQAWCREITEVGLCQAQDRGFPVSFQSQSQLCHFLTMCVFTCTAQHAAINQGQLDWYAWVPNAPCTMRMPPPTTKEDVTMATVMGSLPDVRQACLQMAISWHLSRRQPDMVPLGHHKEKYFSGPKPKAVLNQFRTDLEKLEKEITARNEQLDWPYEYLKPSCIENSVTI
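Hydroperoxide product was detected by ferrous iron/xylenol orange as the 573 to 405 nm absorbance ratio. Arachidonic acid at 40 uM (final) was turned over for 30 min at room temperature by 150 nM human 12hLO, pH 7.0 Hepes buffer, after 15 min compound preincubation.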
LDHA block: inhibitors of human lactate dehydrogenase A | purified LDHA, NADH/diaphorase-resazurin fluorescence; active compounds read low | activity change, % (values are at about 110 or 230 µM) | 480,000 compounds, 0.15% hits; in the data active means activity change below about -30%; inconclusive means mostly about -25% to -30%;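 further: plate controls were DMSO wells for no effect and wells without enzyme for full effect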
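Remaining NADH was detected by diaphorase (0.133 mg/mL) converting 37 µM resazurin to fluorescent resorufin, read at 0 and 20 minutes. The preceding 5-minute room-temperature reaction used 2 nM LDHA, 0.2 mM sodium pyruvate and 0.06 mM NADH at pH 7.4.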
Vif-A3F inh: blocks the Vif interaction with APOBEC3F. 390,000 compounds, 0.2% hits. AID 602313. Potency, µM (top dose mostly 46.1 µM), inactives show at the highest dose activity, negative = active. HeLa A3F-eYFP + Vif (tagged APOBEC3F with the HIV-1 protein that degrades it), YFP fluorescence increase; further: potency means the concentration at half of the fitted maximal effect; % of control where 0% means no effect; nearly all actives have a fitted effect of over 65% in size
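Fluorescence increase (Ex 488/Em 500-530) after overnight compound treatment at 37 deg C flags inhibition of Vif-driven A3F-eYFP loss in stable HeLa A3F-eYFP/Vif cells seeded overnight beforehand.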
RGS4 inh: inhibitors of human regulator of G protein signaling 4; 390,000 compounds, 0.039% hits; Transcreener GDP fluorescence polarization, RGS4-accelerated GTP hydrolysis; Potency, µM (doses to about 114 µM), for inactives: at the highest dose activity change, negative = inhibition, hits mostly inhibitors; P49798; AID 504845; further: potency means the concentration at half of the fitted maximal effect; on the % scale 0 is the no-effect control and ±100 the full control effect; nearly all actives have a fitted effect of over 75% in size; some results filed as inactive show a strong effect at the top dose
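MLSMR compounds (23 nl, pin-transferred) preincubated 10 min at room temperature with a 500nM (2x) first reagent, then RGS4 at 900nM (2x) plus Transcreener GDP mix added; fluorescence polarization (620/688 nm) read before and after 90 min at 30 °C.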
GRP78 ERSR act: ER stress response induction in glioma. 420,000 compounds, 0.02% hits. U87-MG GRP78 promoter luciferase reporter, 16 h. Potency, µM, inactives show top-dose activation, most hits filed as activators; further: potency means the concentration at half of the fitted maximal effect; series mostly up to about 76 µM; % of control where 0% means no effect; nearly all actives have a fitted effect of over 35% in size
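ERSR induction read as luciferase luminescence (Bright-Glo, 10 min at room temperature) in stably transfected human U87-MG glioma cells exposed to compounds for 16 h, using GRP78 as sensor.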
Vif-APOBEC3G blk: blocks the Vif interaction with human APOBEC3G; HeLa A3G-eYFP + Vif (tagged APOBEC3G with the HIV-1 protein that degrades it), YFP fluorescence, overnight; Potency, µM (top dose mostly 46.1 µM), without a hit: at the top dose activity, negative = active, most hits filed as inhibitors; 410,000 compounds, 0.076% hits; AID 602310;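 further: potency means the concentration at half of the fitted maximal effect; on the % scale 0 is the no-effect control and ±100 the full control effect; nearly all actives have a fitted effect of over 60% in size; hits raise eYFP signal because A3G escapes Vif-driven loss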
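Read-out is eYFP fluorescence (Ex 488/Em 500-530) from Vif-expressing HeLa A3G-eYFP cells; more signal means A3G escaped Vif-mediated degradation. Cells plated overnight, compound pinned in, incubated overnight at 37 deg C.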
D2 agonist: agonists of human D2 dopamine receptor; activation, % at 2 µM; HEK293 T-REx D2 cells, calcium flux agonist mode; P14416; 340,000 compounds, 0.53% hits;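 active means activation over 3 SD above normal in the single-dose calcium agonist read, cut at about 30% in these data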; further: 0% is about no effect
Target sequence (P14416 whole entry, looked up): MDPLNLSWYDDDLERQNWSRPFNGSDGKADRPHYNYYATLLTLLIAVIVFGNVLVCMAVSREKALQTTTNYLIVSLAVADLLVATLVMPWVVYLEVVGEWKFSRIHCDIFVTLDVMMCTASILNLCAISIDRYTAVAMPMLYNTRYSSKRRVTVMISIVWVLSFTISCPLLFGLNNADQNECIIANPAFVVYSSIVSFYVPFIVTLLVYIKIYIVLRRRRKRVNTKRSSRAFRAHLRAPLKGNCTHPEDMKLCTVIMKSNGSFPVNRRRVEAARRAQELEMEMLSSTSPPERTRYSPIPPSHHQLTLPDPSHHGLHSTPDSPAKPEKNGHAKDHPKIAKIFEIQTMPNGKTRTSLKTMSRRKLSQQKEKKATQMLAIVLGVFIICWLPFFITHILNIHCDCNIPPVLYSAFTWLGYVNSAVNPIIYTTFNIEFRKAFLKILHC
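Tetracycline-induced HEK293 T-REx cells with force-coupled D2 receptor, plated overnight at 30 C, loaded with no-wash calcium dye. After a 10 s baseline, compound was pin-added and calcium flux read kinetically for 180 s; calcium rises flagged agonists.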
D2 antagonist: D2 dopamine receptor (human) antagonism. 340,000 compounds, 2% hits. inhibition, % at 10 µM. AID 485344. HEK293 TREx D2 cells, calcium flux, dopamine EC80. P14416; in the data active means inhibition above about 30%; further: 0% is about no effect
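In this primary screen, negative modulation is detected by tracking calcium flux after an EC80 dopamine challenge in inducible HEK293 T-REx D2 cells preexposed to test compound for 180 s.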
ERG-DNA inh: blocks human ERG Ets domain binding to DNA; fluorescence polarization, His-ERG Ets domain / labelled DNA; 370,000 compounds, 0.028% hits; Potency, µM (titrated, usually from 76.9 µM), for the others: at the highest dose FP activity, negative = inhibition, usual class: inhibitors; P11308; active means well fitted inhibition curve with a large enough effect in the polarisation, with a control signal flat; inconclusive means small, poorly fitted or top-dose-only effect, or effect the other way, or a change in a side signal; inactive means no such curve, though single readings can be large or run the other way; the % refers to the polarisation;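 further: polarization taken with two DNA probes labelled with fluorescein and Texas red; potency means the concentration at half of the fitted maximal effect; % of control where 0% means no effect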
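His-tagged ERG Ets domain (1 uM in the protein solution; 300mM KCl, 50mM Tris-HCl, 1mM EDTA, 1mM DTT, pH 7.5) received compound, then a probe mix of 5 nM fluorescein-DNA and 100nM Texas-615-DNA. Fluorescence polarization was read for both dyes.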
An asterisk follows results filed as active; ? = inconclusive; · = not tested or not shown; & = joins results of further samples; [ ] = another dose, or the depositor's remark. Unless noted, the call rests on the fitted dose curve; in most records, active means well fitted curve in the direction sought with a large enough effect; inconclusive means small, poorly fitted or top-dose-only effect, or another doubt; inactive means no such curve, though single readings can be large; an effect the other way counts as inactive or inconclusive.

nr | SMILES | ERG-DNA inh | LDHA block | D2 antagonist | D2 agonist | ALOX12 inh | Vif-APOBEC3G blk | GRP78 ERSR act | RGS4 inh | Vif-A3F inh
1 | COc1ccccc1Nc1ccc(C(=O)O)cc1[N+](=O)[O-] | 2% | -1 | -2 | -1.1 | -7% | 7% | 0% | -12% | 6%
2 | CN(C)CCCNC(=O)C[C@H]1C[C@H](C(=O)N2CCOCC2)[C@@]2(CCC3CCCC3)c3[nH]c4cc(-c5ccco5)ccc4c3CCN2C1=O | 20% | 2 | · | · | ? | -23% | -12% | -32% | 1%
3 | CCN(CC)c1ccc(C(=O)NCc2ccc3c(c2)CCN3C(=O)c2ccccc2)cc1 | 2% | -1 | · | 0.1 | -2% | -3% | -1% | 15% | 0%
4 | C=CCNC(=S)NNC(=O)c1csc(C)c1C | 1% | -4 | -2 | 1.5 | 0% | -1% | -3% | 18% | -11%
5 | CCOC(=O)c1c(NC(=O)COC(=O)CCS(=O)(=O)c2ccc(C)cc2)sc(C)c1C | 2% | -4 | -13 | 0.4 | 6% | -13% | -4% | 5% | 9%
6 | O=C(CCN1C(=O)c2cccc3cccc(c23)C1=O)N1CCN(Cc2ccc3c(c2)OCO3)CC1 | 2% | -6 | 1 | -0.4 | -1% | 2% | 0% | -28% | -9%
7 | C/C(=N\NC(=O)c1cnccn1)c1ccc([N+](=O)[O-])cc1 | 2% | 0 | -11 | -0.1 | 73%[activator] | -2% | 7% | -4% | -2%
8 | CC(C)n1nc(C(=O)OCn2nnc3ccccc3c2=O)c2ccccc2c1=O | 2% | -3&-3 | -3 | 0.5 | 15%&16% | 0% | -3% | -16% | 0%
9 | N#CC1(NC(=O)COC(=O)c2ccc(Cl)nc2)CCCCC1 | 5% | 2 | 5 | 0.1 | -3% | -3% | -2% | 14% | 10%
10 | CCn1c(=O)c(C(=O)Nc2ccccn2)c(O)c2ccccc21 | 2% | -5 | 1 | 0.6 | -4% | 1% | 3% | -19% | -23%
11 | CC1(C)Cc2c(sc3c2c(=N)n(Cc2ccco2)c(=O)n3CC(=O)Nc2ccccc2)CO1 | -2% | -6 | -5 | 0.0 | 0% | 0% | -4% | -34% | 1%
12 | O=C(c1cc2c(s1)CCC2)N1C(=O)c2ccccc2S1(=O)=O | -2% | -7 | 5 | 0.2 | ? | 2% | -2% | -1% | 6%
13 | CCc1ccc(C(=O)NNc2cc(Cl)ccc2Cl)cc1 | 8% | -1 | -5 | 0.9 | ? | -22% | 3% | -20% | -11%
14 | Cc1cc(C)c(NC(=O)OCCN2CCOCC2)c(C)c1 | 11% | -1 | -6 | -1.2 | 0% | 0% | -3% | -58%[11.4 µM] | 8%
15 | COc1ccc(OCCNC(=O)c2ccc3nc(C)c(N(C)Cc4ccc(NC(C)=O)cc4)n3c2)cc1 | · | 0 | · | · | -37% | -2% | -5% | · | ·
16 | O=c1oc(Nc2cccc(F)c2)nc2ccccc12 | 7% | -2 | 4 | 0.0 | 453%[activator] | 2% | -8% | -5% | -1%
17 | Cc1cc(O)c2c(C)c(CC(=O)N3CCN(C(=O)C4COc5ccccc5O4)CC3)c(=O)oc2c1 (stereo not drawn) | -11% | 1 | 0 | -2.4 | 2% | -8% | -3% | 16% | -4%
18 | O=C(c1ccc([N+](=O)[O-])s1)N1CCN(c2ncccn2)CC1 | · | -1 | · | · | 0% | 1% | -2% | · | 0%
19 | Cc1cc(-c2nnc(-c3cc4ccccc4oc3=O)o2)c(C)n1-c1ccccc1 | 2% | 4 | 3 | -0.7 | -23% | -5% | 6% | -2% | -9%
20 | O=C(NCc1cccs1)C1CCCN1C(=O)Nc1cccc(Cl)c1 (stereo not drawn) | 0% | -8 | 16 | 0.0 | -4% | -2% | 0% | 24% | 3%
21 | CCCCCc1ccc(-c2ccc(C(=O)Oc3ccc(C(=O)OC)cc3)cc2)nc1 | 0% | -2 | · | 0.9 | -21% | 0% | -3% | -14% | -4%
22 | COc1ccc(/C=N/OCC(=O)NCC(C)C)c(OC)c1 | -4% | -8 | -8 | -0.1 | 0% | 6% | -5% | -8% | 12%
23 | CCOc1cc(/C=C/c2cc(C(F)(F)F)[nH]c(=O)n2)ccc1O | 20% | 0 | -14 | 1.1 | ? | ? | 16% | -37% | 8%
24 | Cc1ccc(S(=O)(=O)Nc2cccc(C(=O)NCc3ccc(S(N)(=O)=O)cc3)c2)cc1 | 15% | -5 | 7 | -1.0 | ? | -2% | -3% | 14% | -3%
25 | Cc1ccc2c(c1)c1c(n2CC(O)Cn2c(C)nc3ccccc32)CCCC1 (stereo not drawn) | -1% | -1 | 9 | 1.4 | ? | -14% | -12% | -9% | -13%

Additional structures follow.
nr | SMILES | ERG-DNA inh | LDHA block | D2 antagonist | D2 agonist | ALOX12 inh | Vif-APOBEC3G blk | GRP78 ERSR act | RGS4 inh | Vif-A3F inh
26 | CN1C(=O)/C(=C/c2ccccc2F)Sc2ccc(C(=O)N3CCCC3)cc21 | -8% | -3 | 17 | 1.1 | 37%[activator] | 4% | -1% | 45% | 4%
27 | C=CCNS(=O)(=O)c1cc2c3c(c1)CCN3C(=O)CC2 | 3% | -6 | 15 | 0.8 | 7% | 3% | -5% | -35% | -1%
28 | C[C@@H]1CN(S(=O)C(C)(C)C)[C@H](CCO)/C1=C\c1ccccc1 (stereo partly drawn) | 3% | 2 | · | · | 22% | -1% | 4% | 10% | 4%
29 | O=C(Nc1ccc(Br)cc1C(=O)O)c1ccc2c(c1)C(=O)N(Cc1ccccc1)C2=O | 2% | -13 | 0 | -0.2 | ? | -5% | -2% | 25% | -3%
30 | CCn1c2ccccc2c2cc(C3C(C#N)=C(C)NC(C)=C3C#N)ccc21 | · | -4 | 7 | 0.3 | -22% | -4% | -3% | -3% | -2%
31 | C=CCNC(=O)Nc1ccc(Cl)cn1 | 12% | 0 | 11 | -0.8 | 7% | 8% | -1% | -10% | -4%
32 | COc1ccc(-c2nc3c4c(ncn3n2)-c2ccccc2CC42CCCC2)cc1 | 7% | -7 | -2 | 1.1 | -7% | -2% | -5% | 12% | 4%
33 | O=C(COc1ccc(F)cc1)NCCN1CCCC1 | 15% | -6 | -14 | 1.7 | 3% | 1% | -2% | -6% | -17%
34 | Cc1ccc2c(c1)c1c3n2CCCN(Cc2ccccc2)C3CCC1 (stereo not drawn) | 13% | 1 | 10 | -2.7 | 5% | 2% | -5% | 8% | -14%
35 | Cc1[nH]c(C)c(S(=O)(=O)N2CCN(c3ccccc3)CC2)c1C(=O)N1CCCCC1 | -7% | 1 | 20 | -0.4 | 5% | 2% | -3% | 15%[56.9 µM] | -1%
36 | COc1nc(Nc2ccc([N+](=O)[O-])cc2)nc(NC2CCCCC2)n1 | -4% | -4 | 1 | 0.0 | -18% | -9% | -1% | -1% | -1%
37 | COC(=O)[C@H]1C[C@H](OC(=O)NCc2ccccc2F)[C@@]2(O)CN(S(=O)(=O)c3ccc(C)cc3)CC2[C@H]1C(=O)OC (stereo partly drawn) | · | -1 | · | · | 8% | -5% | -2% | · | -8%
38 | CCc1nn(CC(=O)N2CCN(Cc3ccc4c(c3)OCO4)CC2)c(=O)c2cc3occc3n12 | 10% | -1 | 16 | 0.3 | 0% | 4% | -2% | -5% | -7%
39 | Cc1cc(N=Nc2ccc(C)c(N=Nc3cc(C)c(N)cc3N)c2)c(N)cc1N | 19% | 7&6 | -11 | 0.3 | -15% | 0%&7% | -4%&-1% | ? | 2%
40 | CCN(C)c1cc2c(c3c1ccn3C)C1CCC2C1 (stereo not drawn) | · | 12 | · | · | -26% | 4% | -2% | · | ·
41 | CS(=O)(=O)N1CCC(C(=O)N2CCN(c3ccccc3)CC2)CC1 | 0% | -3 | 47* | 6.3 | 1% | 1% | -8% | 6% | 10%
42 | Cc1ccc(NC(=O)CSCC(=O)Nc2nnc(C3CC3)s2)cc1 | 8% | -2 | 18 | -0.1 | 5% | -3% | 2% | -10% | 4%

Arranged by molar mass (falling): some entries from above.
nr | SMILES | ERG-DNA inh | LDHA block | D2 antagonist | D2 agonist | ALOX12 inh | Vif-APOBEC3G blk | GRP78 ERSR act | RGS4 inh | Vif-A3F inh
38 | CCc1nn(CC(=O)N2CCN(Cc3ccc4c(c3)OCO4)CC2)c(=O)c2cc3occc3n12 | 10% | -1 | 16 | 0.3 | 0% | 4% | -2% | -5% | -7%
26 | CN1C(=O)/C(=C/c2ccccc2F)Sc2ccc(C(=O)N3CCCC3)cc21 | -8% | -3 | 17 | 1.1 | 37%[activator] | 4% | -1% | 45% | 4%
36 | COc1nc(Nc2ccc([N+](=O)[O-])cc2)nc(NC2CCCCC2)n1 | -4% | -4 | 1 | 0.0 | -18% | -9% | -1% | -1% | -1%
34 | Cc1ccc2c(c1)c1c3n2CCCN(Cc2ccccc2)C3CCC1 (stereo not drawn) | 13% | 1 | 10 | -2.7 | 5% | 2% | -5% | 8% | -14%
33 | O=C(COc1ccc(F)cc1)NCCN1CCCC1 | 15% | -6 | -14 | 1.7 | 3% | 1% | -2% | -6% | -17%
31 | C=CCNC(=O)Nc1ccc(Cl)cn1 | 12% | 0 | 11 | -0.8 | 7% | 8% | -1% | -10% | -4%

The list is partial. The share of hits here may be higher or lower than overall.
